SRC1 TRFRET art – TR-FRET artefact, counter-screen to PPARgamma/SRC-1 agonist assay; TR-FRET detection artefact counter-screen, emission ratio; active compounds read high; TR-FRET ratio at 8 µM; 99,000 tested, 0.34% active; in the data active means TR-FRET ratio above about 2300; further: inactives centre near 1800; reference of the scale not given here
SRC3 TRFRET art – flags TR-FRET format artefacts in PPARgamma SRC-3 recruitment agonist screen. TR-FRET ratio at 8 µM. 99,000 tested, 0.39% active. TR-FRET artefact counter-screen, PPARgamma/SRC-3 format; active compounds read high; in the data active means TR-FRET ratio above about 2000; further: inactives centre near 1600; reference of the scale not given here
* = called active by the depositor.

SMILES	SRC1 TRFRET art	SRC3 TRFRET art
Cc1ccccc1C(=O)NC(NC(=S)Nc1ccc(S(N)(=O)=O)cc1)C(Cl)(Cl)Cl (stereo unspecified)	1502	1315
CCn1nnnc1-c1ccc(OC)c(S(=O)(=O)NCCc2ccccc2)c1	1649	1581
CC(C)N(Cc1cn(C)nc1-c1cccc(Cl)c1)Cc1nccn1C	1518	1464
COc1ccccc1N1CCN(C(=O)CCCn2nc(C)c([N+](=O)[O-])c2C)CC1	1604	1472
COCC(=O)Nc1ccc(Br)c(C)c1	1876	1537
COc1ccc(OCC(O)CNC(=O)c2ccccc2C(=O)O)cc1 (stereo unspecified)	2018	1844
O=C(CNC(=O)COc1ccccc1)NCc1ccccc1F	1750	1586
Cc1ccccc1-c1ccc(C(=O)Nc2cccc(F)c2)o1	1590	1572
CCOc1cc(C(=O)CCC(=O)OCC(=O)Nc2ccc(C)c(S(=O)(=O)N(C)C)c2)ccc1O	2003	1678
COc1ccc(N(C)C(=O)CC2(CC(=O)O)CCCCC2)cc1	1880	1703
CC(C(=O)NC1CCCc2ccccc21)N1CCN(c2ccc(F)cc2)CC1 (stereo unspecified)	1827	1759
CCS(=O)(=O)N1CCN(C(=O)c2cccc(OC)c2)CC1	1868	1669
COC(=O)CN1C(=S)N(C)C(=O)C1CC(=O)Nc1ccccc1 (stereo unspecified)	2010	1565
CCOC(=O)N1CCN(C(=O)CSc2ccc(-c3cccc(OC)c3)nn2)CC1	1701	1622
Cc1nc(-c2ccccn2)sc1C(=O)O	1904	1528
Cc1cc(C(=O)NCc2ccc(S(N)(=O)=O)cc2)ccc1[N+](=O)[O-]	1707	1629
Cc1ccc(NC(=O)O/N=C/c2cccc([N+](=O)[O-])c2)cc1	1754	1528
O=C(NN1CCOCC1)c1cccc(COc2cccc(Br)c2)c1	1847	1864
COc1cccc(-c2csc(N3CCN(C(=S)Nc4ccccc4C)CC3)n2)c1	2035	1817
CC(C)(C)NCc1cc(Br)ccc1OC1CCCC1	1804	1661
Nc1nnc(Sc2ccc(Cl)cc2[N+](=O)[O-])s1	1641	1619
CN(CCc1ccccn1)C(=O)CCC1CCCN(C(=O)c2ccsc2)C1 (stereo unspecified)	1870	1552
COc1ccc(S(=O)(=O)N2CCCCC2)cc1NC(=O)CSc1ncnc2ccccc12	1787	1574
CCOc1ccccc1N(CC(=O)N/N=C(\C)c1cccc(Br)c1)S(C)(=O)=O	1895	1657
CC(C)NC(=O)NC(=O)COC(=O)c1ccccc1O	1938	1913
O=C(c1ccc2c(c1)OCO2)N(c1ccc(Cl)cc1)C1C=CS(=O)(=O)C1 (stereo unspecified)	1868	1652
Cc1ccccc1Cn1nc(C)c(NC(=O)c2ccccc2)c1C	1942	1503
O=C(CN1C(=O)C2C3C=CC(C4CC34)C2C1=O)OCC(=O)c1ccccc1 (stereo unspecified)	1823	1651
Cc1ccccc1C(=O)Oc1ccccc1N1C(=O)C2CC=CCC2C1=O (stereo unspecified)	1947	1591
CC(C)OC(=O)c1c2c(n3ccccc13)C(=O)c1ccccc1C2=O	1589	1733

Exported comma-delimited: entries from further up.
Molecule,SRC1 TRFRET art,SRC3 TRFRET art
COC(=O)CN1C(=S)N(C)C(=O)C1CC(=O)Nc1ccccc1 (stereo unspecified),2010,1565
CCOC(=O)N1CCN(C(=O)CSc2ccc(-c3cccc(OC)c3)nn2)CC1,1701,1622
Cc1nc(-c2ccccn2)sc1C(=O)O,1904,1528
Cc1cc(C(=O)NCc2ccc(S(N)(=O)=O)cc2)ccc1[N+](=O)[O-],1707,1629
Cc1ccc(NC(=O)O/N=C/c2cccc([N+](=O)[O-])c2)cc1,1754,1528
O=C(NN1CCOCC1)c1cccc(COc2cccc(Br)c2)c1,1847,1864
COc1cccc(-c2csc(N3CCN(C(=S)Nc4ccccc4C)CC3)n2)c1,2035,1817
CC(C)(C)NCc1cc(Br)ccc1OC1CCCC1,1804,1661
Nc1nnc(Sc2ccc(Cl)cc2[N+](=O)[O-])s1,1641,1619
CN(CCc1ccccn1)C(=O)CCC1CCCN(C(=O)c2ccsc2)C1 (stereo unspecified),1870,1552
COc1ccc(S(=O)(=O)N2CCCCC2)cc1NC(=O)CSc1ncnc2ccccc12,1787,1574
CCOc1ccccc1N(CC(=O)N/N=C(\C)c1cccc(Br)c1)S(C)(=O)=O,1895,1657
CC(C)NC(=O)NC(=O)COC(=O)c1ccccc1O,1938,1913
O=C(c1ccc2c(c1)OCO2)N(c1ccc(Cl)cc1)C1C=CS(=O)(=O)C1 (stereo unspecified),1868,1652
Cc1ccccc1Cn1nc(C)c(NC(=O)c2ccccc2)c1C,1942,1503
O=C(CN1C(=O)C2C3C=CC(C4CC34)C2C1=O)OCC(=O)c1ccccc1 (stereo unspecified),1823,1651
Cc1ccccc1C(=O)Oc1ccccc1N1C(=O)C2CC=CCC2C1=O (stereo unspecified),1947,1591
CC(C)OC(=O)c1c2c(n3ccccc13)C(=O)c1ccccc1C2=O,1589,1733

(cont.)
SMILES	SRC1 TRFRET art	SRC3 TRFRET art
NC(=O)c1c(NC(=O)CSc2nnc(-c3ccco3)n2-c2ccccc2)sc2c1CCC2	1683	1686
COc1cc2c(cc1OC)CN(C(=O)c1ccco1)CC2	1923	1522
O=C(O)CCCN1C(=O)/C(=C/c2cn(-c3ccccc3)nc2-c2cccs2)SC1=S	1942	1929
COc1ccc(C(C)=O)cc1COc1ccc([N+](=O)[O-])c(C)c1	1732	1494
COc1ccc(NS(=O)(=O)c2ccc(N3CCCC3)c(NC(=S)Nc3ccc(SC(F)F)cc3)c2)cc1	1618	1526
CCc1ccc(S(=O)(=O)c2ccc(-n3nc(C)cc3N)cc2)cc1	1978	1548
Cc1ccc(C)c(OCC(=O)Nc2nc3ccc([N+](=O)[O-])cc3s2)c1	1792	1563
COc1nccnc1NS(=O)(=O)c1ccc(NC(=O)c2cccc(C)c2)cc1	1948	1423
O=C(Cc1cccs1)N1CCN(S(=O)(=O)c2ccc(Br)cc2)CC1	2204	1664
CC(=O)N/C(=C\c1ccccc1)C(=O)OCC(=O)N(C)C1CCCCC1	1807	1511
Cc1ccc2nc(N/C(=N/S(=O)(=O)c3ccc(F)cc3)c3ccccc3)sc2c1	1955	1477
CC1(C(=O)NCCCN2CCOCC2)Oc2cccnc2NC1=O (stereo unspecified)	1870	1558
Cc1nn(CC(=O)N2CC(=O)Nc3ccccc32)c(C)c1[N+](=O)[O-]	1675	1834
CN(c1ccc(O)cc1)c1nc(-c2cccs2)cs1	1691	1366
O=C(c1cc([N+](=O)[O-])ccc1N1CCCCC1)N1CCc2ccccc21	1898	1739
Cc1ccc(C2=Nc3ccccc3N=C(C(Cl)Cl)C2)cc1	1799	1640
CC(=O)c1cc(C#N)c(SCc2ccc([N+](=O)[O-])cc2)nc1C	1880	1599
O=C(CSc1nc2ccc(NC(=O)C3CCCCC3)cc2s1)NCC1CCCO1 (stereo unspecified)	1803	1591
Cc1ccc2nc(Cl)nc(-c3ccccc3)c2c1	1841	1594
COc1ccc(CNC(=O)COC(=O)c2ccc(Br)cc2)cc1	1834	1595
CCCN(CC(=O)Nc1ccc(Cl)cc1Cl)C(=O)/C=C/c1ccco1	1809	1600
COc1cc(/C=N/NS(=O)(=O)c2ccc(C(C)(C)C)cc2)cc([N+](=O)[O-])c1O	1787	1666
CCn1c(C(C)NC(=O)c2ccc(Cl)cc2)n[nH]c1=S (stereo unspecified)	1744	1478
CCOC(=O)c1c(NC2=NS(=O)(=O)c3ccccc32)sc2c1CCC(C)C2 (stereo unspecified)	1903	1567
O=C(C1=C[C@@H](C2CCCCC2)C[C@@H](OCc2ccc(CO)cc2)O1)N1CCN(Cc2ccc3c(c2)OCO3)CC1	1795	1563
CCOc1ccc(N(C)S(=O)(=O)c2ccc3[nH]cc(C(=O)NCCOC)c(=O)c3c2)cc1	1705	1964
CC(C)CSC1=NSC2=NC(=O)/C(=C\c3cccs3)C(=N)N12	1830	1392
O=C(Oc1c(Br)cc([N+](=O)[O-])cc1Br)c1cccnc1	1674	1586
CCc1cc2cccc(C)c2nc1SCC(=O)Nc1cc(C)on1	1677	1631
CC(C)C1CC(c2ccccc2)(C(CN)CO)CCO1 (stereo unspecified)	2119	1670
Cc1cc(C)cc(C(=O)NCC(=O)OCC(=O)N2c3ccccc3NC(=O)C2(C)C)c1	2077	1650
O=C(NCc1ccc2c(c1)OCO2)c1ccco1	1885	1633
COc1ccc(-n2cc(-c3ccccc3)[n+]3c2CCCCC3)cc1	1652	1448
O=C(O)c1ccc(N=Cc2nc(-c3ccco3)oc2O)cc1	1997	1628
Cn1cnnc1SCC(=O)Nc1ccccc1F	1887	1557
O=C(/C=C/c1ccc([N+](=O)[O-])cc1)NCc1ccco1	1843	1614
COC(=O)/C=C/c1ccc(-n2ccnc2)cc1	1652	1409
CCCCc1nc2ccccc2[nH]1	1685	1772
Cn1c(-c2nnn(-c3ccc(F)cc3)n2)cc2ccccc21	1623	1637
NC(=S)N=Nc1c(O)n(Cc2ccc(F)cc2)c2ccccc12	1933	1470
O=C(N/N=C/c1ccc(O)cc1)Nc1cccc2nsnc12	1799	1521
Cc1ccc(-n2nc3ccc(NC(=O)/C=C/c4ccco4)cc3n2)cc1	1812	1518
O=C(CCc1ccccc1)c1nnc(-c2ccccc2)o1	1762	1639
CCOC(=O)c1c(NC(=O)C2CC(Cl)=CCC2C(=O)O)sc2c1CC(C)(C)OC2 (stereo unspecified)	1508	1630
COc1ccc(C(=O)Nc2ccc3cn[nH]c3c2)c(OC)c1	1710	1404
O=[N+]([O-])c1ccc(S(=O)(=O)Nc2nc3ccccc3nc2Nc2ccccc2)cc1	1728	1620
CCN(CC)S(=O)(=O)c1cccc(C(=O)Nc2ccc3c(c2)OCO3)c1	1667	1517
CC(C)(CSc1ccccn1)NS(=O)(=O)c1ccccc1	1723	1249
COC(=O)c1ccc(NC(=O)CN2CCN(c3ccc(Cl)cc3)CC2)cc1	1813	1646
Cc1ccc(NS(=O)(=O)c2cccc(C(=O)Nc3cc(C)on3)c2)cc1	1661	1570
Next section.
SMILES	SRC1 TRFRET art	SRC3 TRFRET art
COc1cc2c(cc1NC(=O)COC(=O)c1ccccc1)oc1ccccc12	1895	1490
COc1ccc(CCNC(=O)COc2ccc(S(=O)(=O)NCC(C)C)cc2Cl)cc1OC	1727	1805
O=C(c1ccccc1-c1ncc[nH]1)N1CCc2c([nH]c3ccccc23)C1c1ccccn1 (stereo unspecified)	1420	1452
Cc1cc(C)c2ccc(N)nc2c1O	1914	1622
O=c1c2c([N+](=O)[O-])cc([N+](=O)[O-])cc2sn1-c1ccc(Br)cc1	1706	1611
COc1cc(C(=O)Nc2ccc(N(C)C)cc2)c([N+](=O)[O-])cc1OC	1916	1503
CN1CCN(c2ccc(S(=O)(=O)N3CCCCC3)cc2[N+](=O)[O-])CC1	1860	1435
Cc1cc2nc(-c3ccc(SCC(=O)Nc4ccc(S(=O)(=O)NC5CC5)cc4)nc3)[nH]c2cc1C	2422*	3182*
O=C1CN(C(=O)COC(=O)c2cccc(OCc3ccccc3)c2)c2ccccc2N1	1485	1477
COc1cccc2c1OCC(CN1CCN(CCC(C)C)C(CCO)C1)=C2 (stereo unspecified)	1730	1555
COC(=O)c1cn[nH]c1N	1592	1643
C=CCN(CC=C)S(=O)(=O)c1ccc(C(=O)Nc2sc3c(c2C(N)=O)CCCCC3)cc1	1643	1325
COc1ccc(Br)cc1S(=O)(=O)Nc1ncccc1C	1372	1474
CCOC(=O)c1ccccc1NC(=O)CN(c1cccc(OC)c1)S(C)(=O)=O	1474	1445
O=C1N/C(=N\N=C\c2cccs2)SC1Cc1cccc(Cl)c1 (stereo unspecified)	1774	1629
Cc1cc(S(=O)(=O)N2CCCC(C(=O)Nc3ccc(C(=O)O)cc3)C2)ccc1Cl (stereo unspecified)	1751	1458
Cc1nc2cc(C(=O)N3CCc4ccccc43)ccc2n1-c1ccc(F)c(F)c1	1726	1473
O=C(Nc1cccc(S(=O)(=O)N2CCCCC2)c1)c1c2c(nc3ccccc13)CCN(Cc1ccccc1)C2	1868	1673
O=[N+]([O-])c1cnn(-c2nc(-c3ccco3)cc(C(F)(F)F)n2)c1	1849	1820
O=C(CSc1nc2ccccc2c(=O)n1Cc1ccc(F)cc1)NCc1cccs1	1680	1412
Cc1ccc(-c2csc3nc4c5ccccc5c(NCCCN(C)C)nn4c(=O)c23)cc1	2063	1746
COc1ccc(S(=O)(=O)N2CCOCC2)cc1NC(=O)CO/N=C/c1ccccc1OC(F)F	1402	1486
CN(C)C=NC(=O)c1cc(C(=O)c2ccc(C(C)(C)C)cc2)c[nH]1	1934	1682
Cc1[nH]n(-c2ccc([N+](=O)[O-])cc2)c(=O)c1C=NCC1CCCO1 (stereo unspecified)	1845	1611
O=C(COc1ccc(-c2ccccc2)cc1)NN=C1CCCC1	1894	1344
OCC(Cc1ccccc1)NCc1ccccc1C(F)(F)F (stereo unspecified)	1904	1713
Cc1cc(CNC(=O)CCc2nnc(CCCCc3ccccc3)o2)nn1C	1755	1574
O=S(=O)(NCCc1ccccn1)c1ccc(F)c(F)c1	1779	1589
CCOC(=O)/C(N=Nc1c(C)n(C)n(-c2ccccc2)c1=O)=C(\C)O	1795	1663
CN(c1ccccc1)S(=O)(=O)c1ccc(NC(=O)c2cccs2)cc1	1950	1445
Cc1ccccc1OCC(=O)N/N=C/c1ccc2c(c1)OCCO2	1775	1553
CCOC(=O)c1ccc(C(=O)OCC)c(NC(=S)Nc2ccc([N+](=O)[O-])cc2OC)c1	1505	1556
O=C(OCc1nc2ccccc2s1)c1ccc(Br)o1	2055	1799
CN(C(=O)COC(=O)c1ccc2ccccc2n1)C1CCS(=O)(=O)C1 (stereo unspecified)	1819	1672
COc1ccccc1NC(=O)c1ccccc1S(=O)(=O)c1ccccc1[N+](=O)[O-]	1760	1717
COc1ccc2cc(C(=O)C3CCCN(C(=O)Cc4c(C)noc4C)C3)ccc2c1 (stereo unspecified)	1673	1408
COc1ccc(OCCC(=O)OCC(=O)c2ccc[nH]2)cc1	1775	1659
CCN(CC)S(=O)(=O)c1cc(NC(=O)C(C)Nc2ccccc2N2CCOCC2)ccc1C (stereo unspecified)	1724	1449

Bioassay records (PubChem BioAssay)
